KCNQ2 block = KCNQ2 channel blockers in CHO-K1 cells – cell-based, FluxOR thallium flux, B-score, primary screen (AID 2156) | B-score at 10 µM | hit rate 1.1% among 310,000 | 20 min; hits give low values | O88943;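 active = fluorescence ratio B-score at most minus 3 library SDs, with starting brightness B-score within 2 library SDs, cut at about -5.5 in these data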
Target sequence (O88943 whole entry, looked up): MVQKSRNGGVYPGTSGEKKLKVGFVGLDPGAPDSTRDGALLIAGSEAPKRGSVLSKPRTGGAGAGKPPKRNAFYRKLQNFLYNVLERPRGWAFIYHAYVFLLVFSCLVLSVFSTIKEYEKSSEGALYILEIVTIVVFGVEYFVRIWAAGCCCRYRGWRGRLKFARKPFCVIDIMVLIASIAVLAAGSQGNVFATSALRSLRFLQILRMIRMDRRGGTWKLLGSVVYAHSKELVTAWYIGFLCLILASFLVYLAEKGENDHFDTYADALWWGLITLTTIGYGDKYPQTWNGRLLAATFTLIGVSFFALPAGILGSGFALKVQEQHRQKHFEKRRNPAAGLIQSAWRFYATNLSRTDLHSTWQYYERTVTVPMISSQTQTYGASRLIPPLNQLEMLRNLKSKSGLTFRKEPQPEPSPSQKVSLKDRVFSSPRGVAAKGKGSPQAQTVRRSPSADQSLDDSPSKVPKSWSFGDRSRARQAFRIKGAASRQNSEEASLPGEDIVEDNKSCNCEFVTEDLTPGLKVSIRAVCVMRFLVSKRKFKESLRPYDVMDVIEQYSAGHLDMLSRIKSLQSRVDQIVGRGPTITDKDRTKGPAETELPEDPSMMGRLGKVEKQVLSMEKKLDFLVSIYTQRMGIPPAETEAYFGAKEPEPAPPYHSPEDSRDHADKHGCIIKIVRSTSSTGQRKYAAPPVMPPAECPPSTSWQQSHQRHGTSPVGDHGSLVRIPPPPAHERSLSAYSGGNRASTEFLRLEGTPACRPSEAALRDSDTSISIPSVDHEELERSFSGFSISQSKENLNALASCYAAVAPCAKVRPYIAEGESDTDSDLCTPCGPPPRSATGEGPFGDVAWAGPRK
Kir21 block = inhibitors of mouse Kir2.1 inward-rectifier potassium channel | HEK293-Kir2.1, FluxOR thallium flux fluorescence; hits give low values | P35561 | B-score at 10 µM | hit rate 0.85% among 310,000;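 active = fluorescence ratio B-score at or below minus 3 SD of library scores, with starting-brightness B-score within 2 SD, cut at about -4.2 in these data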;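 also: channel flux triggered by added potassium and thallium sulfate stimulus; B-score of peak minus minimum fluorescence over baseline after thallium stimulus; more negative B-score means stronger Kir2.1 block with less thallium influx; some compounds called inactive have numbers as strong as hits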
STK33 kinase inh = human STK33 kinase inhibition; Q9BYT3; purified STK33, MBP phosphorylation, ADP-Glo luminescence; inhibition, % at 10 µM; hit rate 0.073% among 320,000; AID 2661;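 active = inhibition at or above 25%, using the most active replicate where run in duplicate; inactive = inhibition below 25%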
* marks the source's active call; other numbers are inactive results; i = inactive; . = no result given.

smiles | KCNQ2 block | Kir21 block | STK33 kinase inh
C=C(C)C1CC=C(C)/C(=N\NC(=O)CCC(=O)Nc2ccc(C)c(C)c2)C1 (configuration not stated) | i | 0.42 | -0.9
Cn1cc(C(=O)c2ccccc2)cc1-c1nc2ccccc2n1C | i | 0.93 | -0.2
COc1ccccc1N(C)S(=O)(=O)c1ccc(C(=O)OCC(=O)NCC(F)(F)F)cc1 | i | -1.87 | -0.7
O=C(Oc1ccc(F)cc1)c1ccc2c(=O)n3c(nc2c1)CCC3 | i | -0.16 | 0.4
O=S(=O)(NC1=NCCCCC1)c1ccccc1Cl | i | -0.89 | -0.5
O=C(O)c1ccc2c(c1)C(=O)N(C(Cc1ccccc1)C(=O)O)C2=O (configuration not stated) | i | -1.13 | -3.6
CCOc1ccc(CCNC(=O)c2nccnc2C(=O)O)cc1OCC | i | -0.63 | -2.9
CS(=O)(=O)N1N=C(c2ccc(Br)cc2)CC1c1cccs1 (configuration not stated) | i | 0.66 | -2.7
O=C(C[n+]1cccc(CNC(=O)c2ccc(OC(F)F)cc2)c1)Nc1ccc(F)cc1 | i | 0.35 | -3.2
Cc1cc(NC(=O)c2ccccc2F)nc2c1c(=O)oc1ccccc12 | i | 0.58 | -1.1
COc1cccc(CC(=O)Nc2nc3c(s2)C(=O)CC(C)(C)C3)c1 | i | 0.34 | -1.9
C=CCN1C(=O)/C(=c2\sc3nc(=O)c(Cc4ccccc4Cl)nn3c2=O)c2ccccc21 | i | 0.03 | -1.7
Cc1ccc(C)c(OCC(O)CN2CCc3ccccc3C2)c1C (configuration not stated) | i | -5.68* | -1.1
COc1ccc(-c2cc(C(=O)Nc3cc(Cl)ccc3OC)no2)cc1 | i | -0.54 | -0.7
COC(=O)c1cc(S(=O)(=O)NCCCc2ccco2)c[nH]1 | i | 1.18 | 1.5
CCOC(=O)N1CCN(C(=O)C2CCC(=O)N(Cc3ccc(Cl)cc3)C2)CC1 (configuration not stated) | i | 1.19 | -0.9
CC(=O)Nc1ccc(OCC(O)Cn2c3ccccc3c3ccccc32)c(C)c1 (configuration not stated) | i | -0.01 | -1.2
Cc1ccc(Cl)cc1NC(=O)CNC(=O)N1CC(=O)Nc2ccccc21 | i | 1.48 | -1.4
Nc1ccc2oc3ccc(N)cc3c(=O)c2c1 | i | -0.32 | 0.1
COc1ccc(S(=O)(=O)N2CC=C(C(=O)Nc3ccc(NC(C)=O)cc3)CC2)cc1 | i | 1.06 | -0.9
CN1CCN(c2ccccc2NC(=O)COc2ccc(Br)cc2)CC1 | i | -1.64 | 1.2
Cc1cccc2cc(CN(Cc3ccc(F)cc3)C(=O)N(C)C)c3nnnn3c12 | i | -0.57 | 2.0
CCCOc1ccc(CNCCCOCC)cc1OC | i | 1.25 | 2.2
O=C(NC(=S)Nc1cccc(CO)c1)c1ccc(-c2ccccc2)cc1 | i | 0.36 | -4.0
COc1cc(C)c(S(=O)(=O)N2CCN=C2c2ccccc2)cc1C | i | -4.1 | -2.6
Cc1ccc(C)c(NC(NC(=O)c2ccccn2)C(Cl)(Cl)Cl)c1 (configuration not stated) | i | 1.29 | -1.4
O=C1CC(c2ccccc2)=Nc2ccccc2N1 | i | 0.59 | 0.4
C/C(=C\C(=O)Nc1cc(C)on1)c1ccccc1 | i | -0.01 | -1.8
Cc1cc(C)n(Cc2cnc(N3CCOCC3)s2)n1 | i | 0.28 | -2.3
COc1ccc2cc(C3(C)NC(=O)N(CC(=O)NCCC4=CCCCC4)C3=O)ccc2c1 (configuration not stated) | i | 0 | 0.7
O=Cc1ccc(OCCCOc2cccc3cccnc23)cc1 | i | -2.48 | 0.4
CCCCN1Cc2cc(C(=O)c3cc(OC)ccc3O)cnc2NC1=O | i | 2.13 | 0.3
COc1ccc(CCC(=O)OCC(=O)c2ccc(C)cc2)cc1 | i | 0.54 | -1.3
CCc1nc2ccccc2n1Cc1ccc(F)cc1 | i | -0.35 | -0.2
COc1ccc(C2C(C(=O)Nc3ccccc3OC)=C(C)Nc3ncnn32)cc1 (configuration not stated) | i | -0.13 | -3.0
Cc1cccc(NC(=O)COC(=O)CCCC2=NS(=O)(=O)c3ccccc3N2)c1 | i | 0.21 | -1.6
C=CCn1c(Cc2c(C)[nH]c3ccccc23)nnc1SCC(=O)NCc1ccc(F)cc1 | i | -0.67 | 1.3
CC(=O)N1CC(C)Sc2ccc(S(=O)(=O)NCc3ccc(Cl)cc3)cc21 (configuration not stated) | i | -3.27 | 0.8
COc1ccc(S(=O)(=O)N(CC(=O)N2CCOCC2)c2ccc(F)cc2)cc1OC | i | 0.12 | 1.8
Cc1ccc(S(=O)(=O)N2CCCc3cc(NC(=O)c4c(F)cccc4F)ccc32)cc1 | i | 1.38 | -1.2

3 entries already listed, ordered by formula weight, falling:
smiles | KCNQ2 block | Kir21 block | STK33 kinase inh
Cc1ccc(S(=O)(=O)N2CCCc3cc(NC(=O)c4c(F)cccc4F)ccc32)cc1 | i | 1.38 | -1.2
CC(=O)N1CC(C)Sc2ccc(S(=O)(=O)NCc3ccc(Cl)cc3)cc21 (configuration not stated) | i | -3.27 | 0.8
COc1ccc(C2C(C(=O)Nc3ccccc3OC)=C(C)Nc3ncnn32)cc1 (configuration not stated) | i | -0.13 | -3.0

The listing continues.
smiles | KCNQ2 block | Kir21 block | STK33 kinase inh
CCN(CC)C(=O)COc1c(-c2ccco2)oc2ccccc2c1=O | i | 0.01 | -0.9
CCOC(=O)C1=C(Nc2ccc(OC)cc2)OCC1=O | i | -0.62 | -0.6
CCSc1nnc(-c2ccccc2N=Cc2c(C)[nH]n(-c3ccccc3)c2=O)c(=O)[nH]1 | i | -0.39 | -0.2
COc1ccc(OC)c(CN2CCN(c3ccccc3OC)CC2)c1 | i | 0.58 | -0.3
N=C(c1ccc([N+](=O)[O-])cc1)N1CCCCC1 | i | 0.74 | -2.9
CC(C(=O)NC1CCCCC1)N1C(=O)C2C3C=CC(C3)C2C1=O (configuration not stated) | i | -1.42 | -1.1
COc1ccc(C(C)=O)cc1COC(=O)c1cc(C)nc2ccccc12 | i | 1.19 | -1.1
CC(Sc1nnnn1-c1ccccc1)C(=O)Nc1ccc(Cl)cn1 (configuration not stated) | i | -1.85 | -3.6
Cc1onc(-c2ccccc2)c1C(=O)N/N=C/c1c(F)cccc1Cl | i | -0.69 | 0.0
Cc1cccc(N2CCN(C(=O)CCCOc3ccccc3)CC2)c1C | i | 0.21 | 0.5
COc1ccc(/C=C/c2nc3sc4c(c3c(=O)o2)CCC4)cc1 | i | 1.41 | 0.2
CC(C)C(=O)N1CCC2(CC1)Oc1ccc(Cl)cc1C(=O)C21CC(c2ccccc2)=NO1 (configuration not stated) | i | 0.48 | -0.8
Cc1ccc(C)c(Cn2nnc3c(=O)[nH]c(C(=O)Nc4ccc(F)cc4)nc32)c1 | i | -0.1 | -1.2
O=[N+]([O-])c1ccc(N2CCCCC2)cc1N1CCOCC1 | i | 2.19 | -1.0
CN(c1ccc(OCC(=O)OCC(=O)c2c(N)n(C)c(=O)n(C)c2=O)cc1)S(=O)(=O)c1ccc2ccccc2c1 | i | -1.22 | -0.4
O=C(CNC(=O)c1ccco1)OCC(=O)c1ccc(Cl)cc1Cl | i | 0.07 | -2.2
O=C(NC(=S)N1CCc2ccccc21)c1ccc(Br)o1 | i | -0.42 | -0.5
CCCc1nnc(SCC(=O)N(CC)CC)n1CC1CCCO1 (configuration not stated) | i | -0.22 | -0.9
Cc1ccc(NC(=O)CCS(=O)(=O)c2cccc3nonc23)c(Cl)c1 | i | -0.79 | -0.2
COc1cc(/C=N\Nc2cc(=O)n(C)c(=O)n2C)ccc1O | i | -0.85 | 1.4
COc1ccc(C)cc1-n1nnnc1SC/C(O)=C(\C#N)c1nc2ccccc2[nH]1 | i | 0.51 | 0.8
COc1ccc(NC(=O)N/C=C/c2ccc(Cl)cc2)cc1 | i | 1.99 | -1.4
CC(Oc1cc2oc(=O)c3c(c2cc1Cl)CCC3)C(=O)NC1CC(C)(C)NC(C)(C)C1 (configuration not stated) | i | -0.78 | 0.5
CC1(NC(=S)NCCO)CCS(=O)(=O)C1 (configuration not stated) | i | -1.86 | 0.3
Fc1ccccc1CSc1nc2ncccc2[nH]1 | i | 1.76 | -0.7
Cc1cc2c(=O)n(C)c(SCC(=O)Nc3ccccc3C)nc2s1 | i | 2.2 | -0.1
CCOc1ccccc1-n1nnnc1SCC(=O)NC(=O)Nc1ccc2c(c1)OCCO2 | i | -0.01 | -0.4
COc1ccc(/C=C2\SC(=O)N(CCNC(=O)CCS(=O)(=O)c3ccc(C)cc3)C2=O)cc1 | i | 1 | 1.2
Clc1ccc(Cn2ncc3c(N4CCOCC4)ncnc32)cc1 | i | -1.39 | -0.3
Cc1ccc(CCN2CC(C(=O)O)CC2=O)cc1 (configuration not stated) | i | -0.14 | -2.6
CCN(CC)S(=O)(=O)c1ccc(C(=O)NCc2n[nH]c(=S)n2-c2ccccc2OC)cc1 | i | 0.31 | 0.7
Cc1cc(C)cc(N(C(C)C(=O)NCCC2=CCCCC2)S(C)(=O)=O)c1 (configuration not stated) | i | -1.51 | .

A section taken from the entries so far:
smiles | KCNQ2 block | Kir21 block | STK33 kinase inh
Cc1ccc(CCN2CC(C(=O)O)CC2=O)cc1 (configuration not stated) | i | -0.14 | -2.6
CCN(CC)S(=O)(=O)c1ccc(C(=O)NCc2n[nH]c(=S)n2-c2ccccc2OC)cc1 | i | 0.31 | 0.7
Cc1cc(C)cc(N(C(C)C(=O)NCCC2=CCCCC2)S(C)(=O)=O)c1 (configuration not stated) | i | -1.51 | .

(more compounds)
smiles | KCNQ2 block | Kir21 block | STK33 kinase inh
COc1ccc(-c2noc3c2-c2nc(-c4ccccc4)sc2CC3)cc1 | i | -0.15 | -0.1
CCOC(=O)CNC(=O)CSc1nc2cccnc2n1C1CCCCC1 | i | -1.91 | -1.8
NC(=O)Cn1cnc(-c2ccccc2)c1 | i | 1.81 | -0.4
O=C(CCNc1cccc(F)c1)c1cccc([N+](=O)[O-])c1 | -6.71* | -0.16 | -0.9
CCC1CCCCN1CCCNC(=O)c1ccc(N2CCOCC2)c(NS(=O)(=O)c2ccc(OC)cc2)c1 (configuration not stated) | i | -0.38 | 0.7
S=C(NCc1ccc2[nH]c3c(c2c1)CCCC3)Nc1ccccc1 | i | 0 | -0.4
COc1ccc(CNC(=O)CSc2nnc(C)s2)cc1 | i | -2.87 | -1.4
COC(=O)c1cc2cc(Cl)ccc2nc1SC | i | 0.96 | -0.3
Cc1oc(-c2ccccc2Cl)nc1CSc1nc2c(c(=O)[nH]1)CCCC2 | i | 1.85 | -0.7
CCOC(=O)N1CCC(N(CCN(C)C)C(=S)Nc2cccc(C)c2)CC1 | i | 0.7 | -1.4
C/C=C(/C)C(=O)O[C@@H]1c2cc3c(c(OC)c2-c2c(cc(OC)c(OC)c2OC)[C@@H](OC(C)=O)[C@@H](C)[C@H]1C)OCO3 | i | 1.02 | 0.6
COc1ccc(OC)c(NC(=O)CSc2nccn2Cc2ccco2)c1 | i | -0.03 | 0.0
Cc1cc(C)c(O)c(-c2cc(C(=O)Nc3ccc(S(=O)(=O)N4CCOCC4)cc3)[nH]n2)c1 | i | 0.02 | -0.8
CSC1=N/C(=C/c2cccnc2)C(=O)N1Cc1ccccc1 | i | 2.19 | -1.5
CC(Sc1nncn1C)C(=O)Nc1nnc(-c2ccccc2)s1 (configuration not stated) | i | 0.26 | -2.7
CC(=O)NC(C)(C)C1CC=C(C)/C(=N\O)C1 (configuration not stated) | i | -0.18 | 0.8
Cc1ccccc1NS(=O)(=O)c1ccc2c(c1)oc(=O)n2C | i | 0.49 | -0.3
COc1ccccc1C(=O)N/N=C/c1ccc2c(c1)OCO2 | i | -1.15 | 2.7
COC(=O)c1c(NC(=O)CN2CCC(C(N)=O)CC2)c2c(C)cccc2n1C | i | 0.79 | -2.1
CC(C(=O)OCC(=O)Nc1cccc(S(=O)(=O)N(C)C)c1)N1C(=O)c2ccccc2C1=O (configuration not stated) | i | -0.91 | .
O=C(CC1Nc2ccccc2NC1=O)NCC1COc2ccccc2O1 (configuration not stated) | i | -1.27 | -0.6
COc1ccc(NC(=O)OCCN2CCN(Cc3ccccc3)CCC2=O)cc1 | i | -0.67 | -1.0
Cc1ccc(S(=O)(=O)NNC(=S)Nc2cccc(F)c2)cc1 | i | -0.81 | 0.0
Clc1ccc(OCCSc2ncccn2)cc1 | i | -0.61 | 0.5
CCOc1ccc(N2C(=O)CC(N(C)Cc3ccccc3)C2=O)cc1 (configuration not stated) | i | -0.65 | -1.5
Cc1ccccc1N1CC(C(=O)Nc2nnc(SCCN3CCOCC3)s2)CC1=O (configuration not stated) | i | 0.06 | 6.0
COc1cccc(-n2nnnc2SCC(=O)Nc2ccc(OC)cc2OC)c1 | i | 0 | -3.2
C/C(=N\Nc1cccc(Cl)c1)c1ccncc1 | i | 0.06 | 5.9
Cn1ccc(=S)c2ccccc21 | i | 0.13 | -0.6
O=C(CN(C(=O)c1ccc(Cl)cc1Cl)N1C(=O)C2C3C=CC(C3)C2C1=O)c1ccc(F)cc1 (configuration not stated) | i | -1.27 | -1.3
O=C1CC(=O)Nc2cc(S(=O)(=O)N3CCN(c4cccc(C(F)(F)F)c4)CC3)ccc2N1 | i | 0.72 | -0.5
CCCNC(=S)N1CCC(NC(=O)c2ccc(OC)cc2)CC1 | i | -1.22 | -0.7
OC(CN1CC=C(/C=C/c2ccc(Br)cc2)CC1)c1ccccc1 (configuration not stated) | i | -2.15 | -1.1
O=S(=O)(c1ccccc1)N1CCc2ccccc2C1 | i | 0.49 | -1.6
OCC(O)CNC(=S)NC1CCCCC1 (configuration not stated) | i | -0.02 | -2.8
N/C(=N\N=C\c1ccc(Br)o1)c1nonc1N | i | -1.16 | 0.7

Compound activity deposited in PubChem by several laboratories.
